Screening data as filed in PubChem.
AmpC inh no detg – blocks E. coli AmpC beta-lactamase in detergent-free assay | Potency, µM (top dose mostly 57.1 µM), inactives show at the highest dose activity change, negative = inhibition, hits mostly inhibitors | P00811 | AID 485341 | AmpC nitrocefin hydrolysis, absorbance 480 nm, 0.0001% Triton | 330,000 compounds, 0.52% hits;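 further: potency means the concentration at half of the fitted maximal effect; plate controls were no compound for no effect and no enzyme for full effect; nearly all actives have a fitted effect of over 20% in size; some results filed as inactive show a strong effect at the top dose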
Target sequence (P00811 whole entry, looked up): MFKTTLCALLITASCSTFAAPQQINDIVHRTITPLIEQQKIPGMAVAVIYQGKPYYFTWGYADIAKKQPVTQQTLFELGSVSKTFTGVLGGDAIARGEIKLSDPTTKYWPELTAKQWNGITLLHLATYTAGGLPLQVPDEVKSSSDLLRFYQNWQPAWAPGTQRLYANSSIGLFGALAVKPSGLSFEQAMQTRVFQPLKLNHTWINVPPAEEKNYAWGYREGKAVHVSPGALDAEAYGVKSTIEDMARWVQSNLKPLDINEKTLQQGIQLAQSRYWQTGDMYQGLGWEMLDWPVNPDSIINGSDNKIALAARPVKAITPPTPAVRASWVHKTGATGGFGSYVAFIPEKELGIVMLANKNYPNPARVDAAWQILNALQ
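20 mM phosphate pH 7.0 + 0.01% (detergent screen) or 0.0001% Triton X-100; 5.3 nM AmpC reagent; cpd preinc 15 min RT; nitrocefin (800 uM stock) to start; A480 q20 s × 4 min; Activity was normalised to no-enzyme and no-compound control wells.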
HCV inhibitor – blocks hepatitis C virus; Huh7.5.1 HCVcc-Cre infection, luciferase reporter, 44 h; Potency, µM (top dose mostly 41.8 µM), inactives show at the highest dose activity change, negative = inhibition, usual class: inhibitors; 340,000 compounds, 3.4% hits; AID 651820; further: potency means the concentration at half of the fitted maximal effect
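After 44 h co-culture of compound, cells and HCVcc-Cre (~0.5 moi), substrate is added for 15 min at room temperature and luciferase measured over 15 sec. Cells were seeded at 1,000/well and pre-cultured 4 h.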
AMA1 RON2 block – inhibitors of Plasmodium falciparum AMA1-RON2 interaction; AlphaScreen AMA1-biotinylated RON2 peptide binding; Potency, µM (highest dose often 58.2 µM), for inactives: at the top dose activity change, negative = inhibition, actives largely listed as inhibitors; 360,000 compounds, 0.2% hits; AID 720542;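 further: potency means the concentration at half of the fitted maximal effect; 0% = vehicle wells and -100% = peptide control; nearly all actives have a fitted effect of over 45% in size; some results filed as inactive show a strong effect at the top dose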
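AMA1 (3D7) with his tag at 25 nM final met compounds first, then biotinylated RON2 peptide at 25 nM; detection used donor plus acceptor beads, 10 µg/mL apiece, read by AlphaScreen after 30 min at room temperature.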
AmpC detergent – blocks E. coli AmpC beta-lactamase in detergent assay; P00811; AmpC hydrolysis of nitrocefin, absorbance 480 nm, 0.01% Triton; Potency, µM (series often up to 114 µM), inactives show top-dose activity change, negative = inhibition, actives largely listed as inhibitors; 370,000 compounds, 0.041% hits;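 further: potency means the concentration at half of the fitted maximal effect; 0% = no-compound wells and -100% = no-enzyme wells; nearly all actives have a fitted effect of over 25% in size; some results filed as inactive show a strong effect at the top dose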
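20 mM phosphate pH 7.0 + 0.01% (detergent screen) or 0.0001% Triton X-100; 5.3 nM AmpC reagent; cpd preinc 15 min RT; nitrocefin (800 uM stock) to start; A480 q20 s × 4 min; Activity was normalised to no-enzyme and no-compound control wells.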
HCMV inh – inhibitors of human cytomegalovirus; HFF cells, HCMV-luciferase reporter, 72 h; active compounds read low; activity change, negative = inhibition, % at 57.5 µM; 410,000 compounds, 4.5% hits; AID 1259415; in the data active means activity change below about -60%; inconclusive means no clear call, values can overlap the other calls; inactive means above about -39%
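HFF cells seeded 16 h at 37C, treated with compounds, infected with luciferase-reporter HCMV at MOI 1 PFU/cell; luciferase read at 72 h post infection, normalized to buffer-only and Salinomycin controls.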
LmPK inh – blocks Leishmania mexicana pyruvate kinase activity; purified LmPK, Kinase-Glo ATP luminescence, 1 h; 290,000 compounds, 0.37% hits; Potency, µM (series often up to 57.5 µM), without a hit: at the top dose activity change, negative = inhibition, actives largely listed as inhibitors; Q27686; further: potency means the concentration at half of the fitted maximal effect
Target sequence (Q27686 whole entry, looked up): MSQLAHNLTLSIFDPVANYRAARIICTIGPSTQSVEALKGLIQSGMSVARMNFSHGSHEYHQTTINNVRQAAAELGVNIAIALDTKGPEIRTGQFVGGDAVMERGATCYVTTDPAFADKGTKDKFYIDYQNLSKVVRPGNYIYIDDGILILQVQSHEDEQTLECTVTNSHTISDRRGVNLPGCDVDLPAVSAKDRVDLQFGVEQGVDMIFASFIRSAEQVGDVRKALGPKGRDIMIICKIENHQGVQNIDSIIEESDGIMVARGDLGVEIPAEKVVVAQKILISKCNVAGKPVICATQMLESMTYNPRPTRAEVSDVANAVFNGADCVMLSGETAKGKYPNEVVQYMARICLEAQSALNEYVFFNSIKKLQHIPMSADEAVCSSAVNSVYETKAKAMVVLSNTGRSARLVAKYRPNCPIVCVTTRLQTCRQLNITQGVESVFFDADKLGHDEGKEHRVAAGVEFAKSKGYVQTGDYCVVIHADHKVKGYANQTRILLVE
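ATP generated from ADP (0.1 mM) and PEP (0.5 mM) by 0.1 nM LmPK over 1 h at room temperature (pH 7.2 imidazole buffer) was detected by coupled luciferase luminescence. Values were normalized to uninhibited and no-enzyme wells.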
TbPYK inhibitor – T. brucei pyruvate kinase inhibition; Q57TT1; TbPYK enzyme, Kinase-Glo Plus ATP luminescence, 45 min; Potency, µM (titrated, usually from 76.8 µM), inactives show at the highest dose activity, negative = inhibition, hits mostly inhibitors; 410,000 compounds, 0.12% hits; AID 624173; further: potency means the concentration at half of the fitted maximal effect; nearly all actives have a fitted effect of over 50% in size
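ADP (130 uM final) triggers the TbPYK reaction after compound addition; incubation is 45 min at room temperature. Kinase-Glo Plus is then added and luminescence imaged. Normalized data are fitted to concentration-effect curves.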
Numbers without * were called inactive; ? = inconclusive; nt = not tested or not shown; [ ] = dose if it differs, or a comment. Unless noted, the call rests on the fitted dose curve; in most records, active means well fitted curve in the direction sought with a large enough effect; inconclusive means small, poorly fitted or top-dose-only effect, or another doubt; inactive means no such curve, though single readings can be large; an effect the other way counts as inactive or inconclusive. Unless noted, on the % scale 0 is the no-effect control and ±100 the full control effect.

entry	Compound	AmpC inh no detg	HCV inhibitor	AMA1 RON2 block	AmpC detergent	HCMV inh	LmPK inh	TbPYK inhibitor
1	CCS(=O)(=O)N1Cc2ccccc2CC1C(=O)OCC(=O)N(C(C)C)C(C)C (stereo not drawn)	69%[activator]	10%	5%	-13%	-18	5%	-6%
2	COc1ccc(OC)c(C(=O)NC(CC(N)=O)c2ccc(NCCN3CCCCC3)c([N+](=O)[O-])c2)c1 (stereo not drawn)	-8%	8%	16%	-13%	-9	-9%	3%
3	O=C(NCCO)c1ccccc1O	-16%	-7%	15%	2%	-8	3%	-7%
4	C=CCN1[C@@H](Cc2ccccc2)COc2cc(N3CCSCC3)ccc2S1(=O)=O	nt	nt	-16%	nt	-11	nt	-2%
5	Cc1nc(N2CCCCC2)c2c(-c3cccs3)csc2n1	2%	6%	?	0%	21	-11%	-2%
6	CCn1c(=O)c([N+](=O)[O-])c(N2CCSCC2)c2ccccc21	-13%	14µM*	-27%	0%	?	3%	-3%
7	Cc1ccc(-c2csc3nnc(SCC(=O)Nc4cccc(C)n4)n23)cc1	-50%	-11%	8%	-6%	-4	-3%	-22%
8	CCOC(=O)N1CCN(C(=O)NC2CCCCC2)CC1	-2%	1%	0%	-2%	22	-8%	-5%
9	COc1ccc(-c2nn3c(-c4cccc(C)c4)nnc3s2)cc1OC	nt	nt	5%	nt	-21	nt	-17%
10	CCN1CCN(C(=O)C(N)Cc2ccccc2)CC1 (stereo not drawn)	-4%	-7%	-2%	1%	-9	0%	2%
11	Nc1cc(C(F)(F)F)ccc1-n1cccc1	-21%	4%	-4%	5%	-31	5%	6%
12	CCOC(=O)c1sc(NC(=O)CSc2nc(O)c(Cc3ccccc3)c(=O)[nH]2)nc1C	16µM*	-4%	3%	0%	10	-4%	4%
13	O=C(NCc1cc(C(F)(F)F)cc(C(F)(F)F)c1)C1CC(c2ccc(C(F)(F)F)cc2)=NO1 (stereo not drawn)	nt	-1%	0%	nt	6	nt	4%
14	Cc1ccc(C(=O)NCc2cccs2)cc1S(=O)(=O)N1CCCCC1	-22%	6%	-2%	0%	-38	6%	-9%
15	Cc1nnc(SCC(=O)OC2CC(C)CCC2C(C)C)[nH]c1=O (stereo not drawn)	-24%	17%	-12%	-1%	29	2%	3%
16	Fc1cccc(Cc2c(-c3ccccc3)nc3ccc(Cl)cn23)c1	nt	nt	0%	nt	27	nt	-10%
17	Cc1ccc2c(c1)C(=O)C(=O)N2CCCOc1ccccc1C	50%	?	?	2%	-15	-6%	-1%
18	CN(C)C(C(=O)Nc1cc(Cl)cc(Cl)c1)c1ccccc1 (stereo not drawn)	-37%[11.4 µM]	-10%	-1%	?	-31	-2%	8%
19	Cc1cccc(N(CC(=O)NC2CCCCC2)C(=O)CCCC(=O)Nc2ccccn2)c1C	64%[activator]	7%	8%	?	-16	0%	-3%
20	O=S(=O)(NCc1cccnc1)c1ccc2ccccc2c1	-16%	-28%	-22%	-5%	-63*	5%	0%
21	CCc1cccc(CC)c1NC(=O)COn1nnc2ccc(C(F)(F)F)cc21	-18%	1%	4%	-8%	-32	3%	0%
22	Cc1ccc(CNc2nc(Cl)c(C#N)s2)cc1	-24%	-22%	-14%	0%	-10	-4%	-3%
23	COc1cc(NC(=O)CCCc2nnc3n(C)c(=O)c4sccc4n23)cc(OC)c1OC	nt	nt	nt	8%	?	nt	1%
24	Cc1cccc(-n2nc3c([n+]2[O-])CCc2nonc2-3)c1C	-14%	10%	-3%[11.6 µM]	-6%	12	-3%	-5%
25	Oc1c(C(c2ccc(Cl)cc2)N2CCOCC2)sc2nc(-c3ccco3)nn12 (stereo not drawn)	nt	nt	nt	6%	3	nt	-7%
26	O=C(COC(=O)c1ccc([N+](=O)[O-])o1)NC1CCCc2ccccc21 (stereo not drawn)	-7%	-13%	-11%	nt	21	nt	6%
27	CCOC(=O)N1CCN(C(=O)CCn2c(=S)[nH]c3ccccc3c2=O)CC1	-10%	?	-7%	-2%	?	0%	-1%
28	CC(/C=N\N1CCN(c2ccc(Cl)cc2)CC1)=C\c1ccccc1	-6%	4%	-1%	?	-22	-3%	-8%
29	O=C(Cn1cnc2c(cnn2-c2ccc(F)cc2)c1=O)N1CCCc2ccccc21	-3%	?	-1%	11%	-36	0%	2%
30	CN(C)C(=O)c1c([N+](=O)[O-])ncn1C	-25%	26%	9%[11.6 µM]	-10%	25	7%	-2%

A draw from above in order of formula weight, lowest first:
entry	Compound	AmpC inh no detg	HCV inhibitor	AMA1 RON2 block	AmpC detergent	HCMV inh	LmPK inh	TbPYK inhibitor
3	O=C(NCCO)c1ccccc1O	-16%	-7%	15%	2%	-8	3%	-7%
11	Nc1cc(C(F)(F)F)ccc1-n1cccc1	-21%	4%	-4%	5%	-31	5%	6%
22	Cc1ccc(CNc2nc(Cl)c(C#N)s2)cc1	-24%	-22%	-14%	0%	-10	-4%	-3%
8	CCOC(=O)N1CCN(C(=O)NC2CCCCC2)CC1	-2%	1%	0%	-2%	22	-8%	-5%
17	Cc1ccc2c(c1)C(=O)C(=O)N2CCCOc1ccccc1C	50%	?	?	2%	-15	-6%	-1%
16	Fc1cccc(Cc2c(-c3ccccc3)nc3ccc(Cl)cn23)c1	nt	nt	0%	nt	27	nt	-10%
9	COc1ccc(-c2nn3c(-c4cccc(C)c4)nnc3s2)cc1OC	nt	nt	5%	nt	-21	nt	-17%
27	CCOC(=O)N1CCN(C(=O)CCn2c(=S)[nH]c3ccccc3c2=O)CC1	-10%	?	-7%	-2%	?	0%	-1%
29	O=C(Cn1cnc2c(cnn2-c2ccc(F)cc2)c1=O)N1CCCc2ccccc21	-3%	?	-1%	11%	-36	0%	2%
23	COc1cc(NC(=O)CCCc2nnc3n(C)c(=O)c4sccc4n23)cc(OC)c1OC	nt	nt	nt	8%	?	nt	1%

Following part:
entry	Compound	AmpC inh no detg	HCV inhibitor	AMA1 RON2 block	AmpC detergent	HCMV inh	LmPK inh	TbPYK inhibitor
31	COc1ccc(CN(CC(=O)NC2CCCC2)C(=O)c2ccc(-c3ccccc3)[nH]2)cc1	-27%	-29%	?	1%	-29	12%	-5%
32	CCOc1c(N2CCOCC2)c(=O)c1=O	0%	5%	17%	2%	12	0%	3%
33	COc1cc(NC(=O)CCc2c(C)nn(-c3ccc4nncn4n3)c2C)cc(OC)c1OC	nt	nt	nt	4%	-11	nt	1%
34	COc1cccc(N2CCN(c3ncnc4c3c(-c3ccccc3)cn4-c3ccc(C)cc3)CC2)c1	nt	nt	nt	-5%	-63*	nt	3%
35	O=C(NC(c1ccc(Cl)cc1)c1ccsc1)C1CCN(Cc2cccc(C(F)(F)F)c2)CC1 (stereo not drawn)	nt	nt	-5%	nt	155	nt	2%
36	CCCCC(=O)Nc1ccc2c(c1)nc1n2CCSC1	-2%	-4%	1%	-7%	28	5%	-2%
37	Cc1c(C(=O)NCc2ccc(F)cc2)sc(=O)n1Cc1ccccc1F	nt	nt	-2%	nt	-3	nt	-3%
38	CCOC(=O)c1c(S(=O)(=O)NCC(=O)Nc2ccc(F)cc2C)c(C)n(C)c1C	nt	nt	nt	8%	-4	nt	4%
39	CCOC(=O)c1ccc(NC(=O)c2nn(C)c3c2COc2ccccc2-3)cc1	nt	nt	nt	13%	-30	nt	-3%
40	Cc1cc(-c2nnc(CCC(=O)N3CCN(Cc4cccnc4)CC3)o2)c(C)o1	-11%	10%	-1%	4%	-1	-4%	-2%
41	CCN(CC)S(=O)(=O)c1cccc(NC(=O)c2ccc(C#N)cc2)c1	-33%	?	16%	-14%	-1	0%	-3%
42	Cc1cc(NC(=O)c2ccc3nc(-c4ccccc4)c(-c4ccccc4)nc3c2)no1	-13%	-1%	-6%	3%	10	-3%	-3%
43	COc1ccc(-c2csc(N3CCC(c4ccccc4)C3)n2)cc1 (stereo not drawn)	-29%	-16%	-10%	0%	-2	8%	-6%
44	O=C(CSc1nc2c(c(=O)[nH]1)CN(Cc1ccc(F)cc1)CC2)Nc1ccc(F)cc1	-19%	14%	6%	-2%	-36	1%	-1%
45	Nc1nc(CCl)nc(Nc2cccc3ccccc23)n1	-15%	0.56µM*	18%	9%	-98*	0%	-5%
46	Cc1ccc(S(=O)(=O)N2CCN(C3CC(=O)N(c4ccc(F)cc4)C3=O)CC2)cc1C (stereo not drawn)	30%	20%	-4%	nt	1	nt	1%
47	Cc1cccc(OCc2nnc(SCc3cc(=O)n4cc(Br)ccc4n3)o2)c1	7%	?	-1%	-12%	-21	1%	0%
48	Cc1ccc(-n2nc3c(=O)n(CC(=O)Nc4ccccc4F)nc(C)c3c2C)c(C)c1	nt	nt	nt	-2%	-6	nt	-4%
49	COc1ccc(-c2noc(-c3ccccc3F)n2)cc1	-19%	-6%	33%[activator]	-9%	123	-9%	-7%
50	COCCN(C(=O)COC(=O)c1c(NC(C)=O)sc(C)c1C)c1c(N)n(Cc2ccccc2)c(=O)[nH]c1=O	231%[activator]	?	5%	-15%	-18	nt	-1%
51	CCC(C)[C@H](NS(=O)(=O)c1ccc(C)cc1)C(=O)N1CCC(C(=O)N[C@H](C(=O)O)c2ccccc2)CC1 (stereo partly drawn)	-17%	7%	-9%	?	8	-9%	1%
52	Cc1nc(N2CCOCC2)nc(N2CCCC2)c1[N+](=O)[O-]	-12%	?	-7%[11.6 µM]	?	-25	-1%	1%
53	Cc1nn(-c2ccc(C(=O)O)cc2)c2c1C(=O)CC(C)(C)C2	-7%	6%	12%	2%	10	-3%	2%
